CCT chaperon mod – High-Throughput Screening for Modulators of Cytosolic Chaperonin Activity. purified chaperonin ATPase assay, HTRF ADP detection, 30 min. 360,000 compounds, 0.3% hits. activity change, % (no concentration beside the values), hits read low; in the data active means activity change below about -30%; further: on the % scale 0 is the no-effect control and ±100 the full control effect
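We incubate TRiC, 40 or 20 nM final, with library compounds at 76 uM and 10 uM ATP for 30 min at 37 °C. ADP formed is detected with Transcreener HTRF reagents after 30 min at room temperature.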
TGFb SMAD3 inh – qHTS for Inhibitors of TGF-b | HepG2 CAGA-GFP TGF-b/SMAD3 reporter, GFP fluorescence, 18 h; TGF-beta stimulated, 500 pg/mL final | Potency, µM (top dose mostly 46.1 µM), for the others: top-dose activity, negative = inhibition, most hits filed as inhibitors | 410,000 compounds, 1.2% hits | AID 588855, 2011; further: potency means the concentration at half of the fitted maximal effect; on the % scale 0 is the no-effect control and ±100 the full control effect; nearly all actives have a fitted effect of over 65% in size
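Inhibition of TGF-beta-driven CAGA-GFP reporter expression in HEPG2 cells is measured by cellular GFP fluorescence after 18 h stimulation with 500 pg/mL recombinant TGF-beta in 1% FBS medium at 37 degrees C.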
Akt phos inh – HTS Assay for Inhibitors of Akt Phophorylation: Primary Screen | 360,000 compounds, 0.32% hits | activity change, % for hits at 50 µM | AID 651550, 2012 | Neuro2A IGF-stimulated pAkt S473 HTRF, 20 min; active compounds read low; in the data active means activity change below about -80%; inconclusive means mostly about -51% to -80%; further: on the % scale 0 is the no-effect control and ±100 the full control effect
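Single-point screen (50 µM final compound) in Neuro2A cells stimulated 20 min with 6 nM IGF at 37 deg C. After lysis, Ser473-phosphorylated Akt read by HTRF (ex 330 nm, em 615/665 nm) as the 665/615 ratio.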
HepG2 tox – qHTS for Inhibitors of TGF-b: Cytotox Counterscreen. HepG2 CAGA-GFP viability, ATP luminescence, 18 h. AID 588856, 2011. 410,000 compounds, 0.76% hits. Potency, µM (titrated, usually from 46.1 µM), without a hit: top-dose activity change, negative = cytotoxicity, usual class: cytotoxic; further: potency means the concentration at half of the fitted maximal effect; some results filed as inactive show a strong effect at the top dose
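CellTiter-Glo luminescence gave cytotoxicity after 18 hours at 37 degrees C. The cells were HepG2 CAGA-GFP in 1% FBS DMEM, stimulated with 500 pg/mL TGF-beta after compound addition. %Activity was normalised to no-cell wells (complete cell-killing) and DMSO (no toxicity), and curves were fitted and classified.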
Nrf2 inh – Nrf2 qHTS screen for inhibitors; A549 ARE-Fluc reporter, luciferase luminescence, 18-24 h; 360,000 compounds, 2.1% hits; AID 504444, 2011; Potency, µM (top dose mostly 46 µM), for the others: at the highest dose activity change, negative = inhibition, actives largely listed as inhibitors; further: potency means the concentration at half of the fitted maximal effect; on the % scale 0 is the no-effect control and ±100 the full control effect; nearly all actives have a fitted effect of over 60% in size
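Concentration-response testing used A549 ARE_Fluc cells at 5000 cells/well. Following an 18-24 h compound incubation, viability was read by fluorescence (Ex 405/Em 525) and luciferase output by luminescence.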
Mm-Cpn inhibitor – Inhibitors of TCP-1 ring complex (TRiC) of Methanococcus maripaludis (MmCpn): qHTS; Chaperonin Mm-Cpn (Methanococcus maripaludis); purified Mm-Cpn ATPase, ADP Transcreener TR-FRET; Potency, µM (series often up to 76.9 µM), without a hit: top-dose activity, negative = inhibition, hits mostly inhibitors; 330,000 compounds, 0.031% hits; further: potency means the concentration at half of the fitted maximal effect; on the % scale 0 is the no-effect control and ±100 the full control effect; nearly all actives have a fitted effect of over 80% in size
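TR-FRET (320 nm excitation; 590 and 665 nm emission) reports ADP made from 10 uM ATP by 25 nM enzyme; compounds were preincubated 10 min, reaction run 30 min, both at 37°C.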
Nrf2 ARE act – qHTS of Nrf2 Activators | AREc32 ARE-luciferase reporter (MCF7-derived line), luminescence, 24 h | Potency, µM (highest dose often 46.1 µM), inactives show at the top dose activation, hits mostly activators | 410,000 compounds, 0.31% hits; further: potency means the concentration at half of the fitted maximal effect; % of control where 0% means no effect; nearly all actives have a fitted effect of over 65% in size
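AREc32_Fluc, 1000 cells/well, OPTI-MEM + 5% FBS, o/n 37 deg C 5% CO2; 23 nL cpd by pin tool, 24 hr; Steady-Glo 30 min RT, luminescence.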
A549 tox – Nrf2 qHTS screen for inhibitors: counterscreen for cytotoxicity; A549 ARE-Fluc cells, CellTiter-Fluor viability, 18-24 h; 390,000 compounds, 0.16% hits; AID 504648, 2011; Potency, µM (highest dose often 46 µM), for inactives: top-dose activity change, negative = cytotoxicity, most hits filed as inhibitors; further: potency means the concentration at half of the fitted maximal effect; on the % scale 0 is the no-effect control and ±100 the full control effect
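A549 ARE_Fluc cells in 5% FBS OPTI-MEM were exposed to compounds in concentration-response for 18-24 h at 37 deg C. Viability was read by CellTiter-Fluor fluorescence (Ex 405/Em 525) after 30 min, before the luciferase read.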
Abeta rescue – qHTS for compounds that reverse cellular toxicity of Amyloid beta (A-beta) peptide in yeast: Primary Screen. 410,000 compounds, 0.063% hits. Potency, µM (highest dose often 46.1 µM), inactives show at the top dose growth rescue, most hits filed as activators. yeast expressing A-beta42, growth rescue, OD600, 48 h; response scale: 0% DMSO, 100% iron-clioquinol control; further: potency means the concentration at half of the fitted maximal effect; nearly all actives have a fitted effect of over 55% in size
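Yeast A-beta toxicity model in growth medium with pinned compounds, 48 h at 30 C; growth read as absorbance at 600 nm. Normalized to FeCl3/clioquinol equimolar mix (positive) and DMSO (negative).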
The depositor's hits bear a star; i = inactive; ? = inconclusive; · = not tested or not shown; [ ] = dose if it differs, or a comment. Unless noted, the call rests on the fitted dose curve; in most records, active means well fitted curve in the direction sought with a large enough effect; inconclusive means small, poorly fitted or top-dose-only effect, or another doubt; inactive means no such curve, though single readings can be large; an effect the other way counts as inactive or inconclusive.

The opening 3 entries as a preview:
SMILES	CCT chaperon mod	TGFb SMAD3 inh	Akt phos inh	HepG2 tox	Nrf2 inh	Mm-Cpn inhibitor	Nrf2 ARE act	A549 tox	Abeta rescue
COc1ccc(N2CCN(C(=O)[C@H](C)N3C(=O)C4CC=CCC4C3=O)CC2)cc1 (stereo partly specified)	-3.7	10%	i	-9%	?	-1%	-0.5%	-1%	-5%
COc1ccccc1N(C(=O)CNC(=O)c1ccco1)C(C(=O)NCC1CCCO1)c1ccccc1 (stereo unspecified)	0.3	12%	i	8%	5%	-1%	-0.5%	0%	6%
CC1(C)CC(N2CCC(=O)NC2=S)CC(C)(C)N1	-0.8	-9%	i	-6%	6%	·	-0.1%	1%	-11%

The whole of this part, from the first entry:
SMILES	CCT chaperon mod	TGFb SMAD3 inh	Akt phos inh	HepG2 tox	Nrf2 inh	Mm-Cpn inhibitor	Nrf2 ARE act	A549 tox	Abeta rescue
COc1ccc(N2CCN(C(=O)[C@H](C)N3C(=O)C4CC=CCC4C3=O)CC2)cc1 (stereo partly specified)	-3.7	10%	i	-9%	?	-1%	-0.5%	-1%	-5%
COc1ccccc1N(C(=O)CNC(=O)c1ccco1)C(C(=O)NCC1CCCO1)c1ccccc1 (stereo unspecified)	0.3	12%	i	8%	5%	-1%	-0.5%	0%	6%
CC1(C)CC(N2CCC(=O)NC2=S)CC(C)(C)N1	-0.8	-9%	i	-6%	6%	·	-0.1%	1%	-11%
CNC(=O)C(=O)Nc1c(O)c2ccccc2[nH]c1=O	-1.7	-1%	i	-26%	?	-1%	-0.5%	7%	3%
CC1(C)C2CC=C(/C=N/NC(=O)c3ccccc3Br)C1C2 (stereo unspecified)	-3.3	-4%	i	3%	10%	0%	0.1%	20%	-2%
O=C(NCC(c1cccs1)N1CCOCC1)c1cc(=O)[nH]c2ccccc12 (stereo unspecified)	-1.4	3%	i	-12%	-8%	0%	0.1%	0%	-1%
O=C1C2C3C=CC(C3)C2C(=O)N1c1n[nH]c(CCc2ccccc2)n1 (stereo unspecified)	-2.1	13%	i	-17%	?	1%	-0.2%	-1%[1.84 µM]	6%
CCOC(=O)CSc1ccc2nnc(-c3cccs3)n2n1	-8.2	-26%	i	-33%	8%	-1%	3.2%	-2%	-24%
Cc1ccccc1NC(=O)CSCCN1C(=O)c2ccccc2C1=O	1.2	9%	i	-9%	20%	-1%	-0.4%	1%	1%
O=C(/C=C/c1ccc(Cl)cc1)NC(=S)Nc1ccccc1C(=O)O	0.7	?	i	-24%	14%	-2%	?	1%	-2%
CCn1ncc(Cl)c1C(=O)NC(C)c1ccccc1 (stereo unspecified)	-3.3	-4%	i	6%	-11%	0%	-0.1%	3%	0%
COc1ccc(/C=N\NC(=O)COc2ccccc2)c(C(=O)O)c1OC	1.5	-8%	i	1%	11%	-3%	4.0%	-3%	-19%
COc1ccc2nc(N/C(N)=N/C(=S)Nc3cccc(C)c3)nc(C)c2c1	-2.9	-8%	i	-23%	-29%	?	6.5%	-23%	29%
O=C(/C=C/c1cccc([N+](=O)[O-])c1)OCC(=O)N1CCN(C(=O)c2ccco2)CC1	2.4	4%	i	1%	-3%	-1%	17%	1%	3%
c1ccc2c(c1)Oc1ccccc1S2	-0.3	-4%	i	0%	8%	-1%	0.6%	0%	2%
Cc1ccc(C(OCC(O)CNC(C)c2ccccc2)c2ccccc2)cc1 (stereo unspecified)	-0.5	?	i	-108%	8%	1%	0.0%	-4%	9%
CCOC(=O)c1c(NC(=O)c2ccccc2C)sc2c1CCCC2	·	1%	·	-2%	?	·	3.8%	18%	-28%
COC(=O)C1C(=O)C2=C(CC1C)NC(=O)CC2c1ccc(O)c(OC)c1 (stereo unspecified)	-0.7	8%	i	-26%	·	0%	-0.2%	-5%	12%
CC(=O)N1CCc2cc(S(=O)(=O)NC(CC(C)C)C(=O)NCc3ccccc3)ccc21 (stereo unspecified)	·	0%	·	-10%	1%	·	0.0%	-5%	0%
CN1CCCC(OC(=O)COc2ccccc2)C1 (stereo unspecified)	-0.6	11%	i	12%	10%	2%	-0.7%	6%	29%
CN(C)S(=O)(=O)Oc1ccccc1C(=O)Nc1ccccc1Cl	-1.5	-7%	i	7%	11%	1%	5.9%	2%	19%
COc1cccc(CSCC(=O)NCCc2ccccc2)c1OC	-0.8	-2%	i	-18%	3%	1%	-0.5%	3%	-2%
Cc1cc2nc(SCCN3CCOCC3)[nH]c2cc1C	0.8	14%	·	3%	?	1%	3.9%	1%	13%
C=CCSc1nnc(NC(=O)Cn2cnc3c2c(=O)n(C)c(=O)n3C)s1	-0.2	6%	i	-22%	-4%	-1%	-0.6%	-8%	2%
Cc1ccc(C(=O)NCCNc2nc3cc(C)c(C)cc3cc2C)cc1	-1.6	-1%	i	-17%	0%	-1%	0.2%	-1%	-31%[inhibitor]

Further structures
SMILES	CCT chaperon mod	TGFb SMAD3 inh	Akt phos inh	HepG2 tox	Nrf2 inh	Mm-Cpn inhibitor	Nrf2 ARE act	A549 tox	Abeta rescue
O=C(COC(=O)c1ccc([N+](=O)[O-])s1)NC(c1ccccc1)c1ccccc1	-0.2	-4%	i	-34%	0%	1%	0.7%	-4%	7%
O=C(Nc1ccc(Nc2ccccc2)cc1)C1CC1	-1.7	2%	i	-1%	-26%	-7%	-0.4%	-22%	5%
O=C(O)c1cccc(S(=O)(=O)Nc2cccc(S(=O)(=O)Nc3ccc(Br)cc3)c2)c1	-0.4	0%	i	-2%	-19%	-1%	-0.4%	-1%	18%
CN(Cc1c(C(=O)N/N=C/c2cccc(F)c2)nnn1-c1nonc1N)C1CCCCC1	0.8	1%	i	2%	3%	0%	0.6%	8%	6%
CCCN(CCC)Cc1c(C(=O)N/N=C/c2ccc(C)o2)nnn1-c1nonc1N	0.9	?	i	-40%	-11%	-4%	2.0%	2%	-8%
CC1=C([N+](=O)[O-])C(c2ccc(O)c(O)c2)NC(=O)N1 (stereo unspecified)	1.8	3%	i	1%	11%	0%	0.1%	2%	-9%
CCOC(=O)CC(=O)CSc1n[nH]c(=O)[nH]c1=O	1.7	-3%	i	14%	9%	-1%	-1.4%	8%	9%
Cc1ccc(S(=O)(=O)Nc2ccc(Cl)cc2C(=O)c2ccccc2)cc1	0.1	?	i	-17%	5.8µM*	2%	3.4%	-24%	9%
COCCn1c(SC(C)C(=O)NC2CCCCC2C)nc2ccccc2c1=O (stereo unspecified)	-4.5	-2%	i	-2%	5%	1%	3.0%	-1%	0%
O=C1OC(Cc2ccccn2)C(O)=C1C1=NCCCN1 (stereo unspecified)	5.6	-1%	i	-13%	?	-1%	-0.1%	2%	-16%
O=C(CCN1CCOCC1)NCC1COc2ccccc2O1 (stereo unspecified)	-3.6	?	i	4%	9%	0%	-0.4%	-3%	0%
O=C(/C(Cl)=C/Nc1ccc(Br)cn1)C(F)(F)F	-3.4	-12%	i	4%	4%	0%	-0.5%	2%	7%
Cc1ccc(-c2noc(-c3cccnc3N(C)Cc3ccc(Cl)cc3)n2)cc1	·	-17%	·	-3%	6%	·	-1.1%	-4%	-7%
COc1ccc(-n2c(=O)c3ccc(C(=O)NCc4ccc(C)cc4)cc3n(CC(=O)Nc3ccc(F)cc3)c2=O)cc1	·	0%	·	-5%	0%	·	0.4%	-3%	-9%
CCCC(=O)Nc1c(C)nn(C(=O)CCC)c1C	-1.0	15%	i	10%	·	·	0.3%	13%	13%
CN(C)CCNC(=S)NC1CCCCC1	-0.2	-24%	i	-6%	-15%	0%	0.4%	15%	2%
Cc1nc(OCc2c(C)noc2C)c2ccccc2n1	-3.1	9%	i	-1%	-6%	-2%	-0.6%	3%	-2%
Cc1ccccc1C(=O)NCc1nc(-c2ccc(Cl)cc2)no1	·	?	·	-33%	-29%	·	-0.3%	-1%	-6%
CC(=O)c1cccc(NC(=O)Nc2ccccc2)c1	-1.3	2%	i	-10%	?	-2%	1.5%	4%	6%
CCN(CC)S(=O)(=O)c1cc(C(=O)OCC(=O)c2ccc3c(c2)NC(=O)CO3)ccc1Cl	-14	-8%	·	0%	-2%	·	-0.4%	-14%	-7%
CCOC(=O)CSc1cc(C)nc(NC(C)=O)n1	-2.3	2%	i	-4%	4%	0%	-0.4%	-2%	12%
Cc1ccc2c(C)c(C(=O)Nc3ccc(S(=O)(=O)Nc4onc(C)c4C)cc3)oc2c1	-0.3	-24%	i	-23%	-16%	-2%	-0.8%	3%	-10%
Cn1c(=O)n(CCCOc2ccc(Br)cc2)c2ccccc21	1.0	0%	i	-32%	?	·	2.6%	-1%	-7%
CCc1ccc(C(=O)CN2C(=O)NC3(CCOc4ccccc43)C2=O)s1 (stereo unspecified)	-1.2	-7%	i	-15%	-4%	-4%	-0.8%	-1%	-20%
O=C(N1CCN(c2ccccc2)CC1)C12CC3CC(CC(C3)C1)C2	-4.1	0%	i	-27%	-2%	-2%	-0.4%	12%	-22%
C/C(=N\NC(=O)c1cc(C)nc2ccc(C)cc12)c1ccncc1	-0.2	8%	i	4%	-12%	-3%	0.4%	0%	6%
COC(=O)c1nn(-c2ccccc2)c(=O)cc1O	-5.8	3%	i	1%	1%	1%	0.0%	0%	-5%
CC(=O)c1ccc(NC(=O)C[n+]2ccccc2)cc1	-2.2	-1%	i	2%	-2%	0%	0.8%	5%	6%
CN(C1CCCCC1)S(=O)(=O)Cc1ccccc1	-0.1	13%	i	9%	11%	-1%	-1.0%	2%	19%

Screening data as filed in PubChem BioAssay.
